BAZ2B inh: inhibitors of human BAZ2B bromodomain. AlphaScreen BAZ2B-H3K14Ac peptide displacement. Potency, µM (series often up to 114 µM), without a hit: at the top dose activity change, negative = inhibition, usual class: inhibitors. 360,000 compounds, 4.4% hits. AID 504333; also: % is scaled to controls: 0 for no effect and ±100 for the full control effect; nearly all actives have a fitted effect of over 60% in size
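Compounds, titrated to a top concentration of 110 uM, were incubated 30 min at room temperature with preformed BAZ2B/acetyl-K14 H3 peptide complex (50 nM each). Proximity signal was measured by AlphaScreen after 20 min with beads.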
GLS inh: glutaminase GLS (human) inhibition; 410,000 compounds, 0.21% hits; O94925; GLS enzymatic activity, qHTS titration; Potency, µM (highest dose often 45.5 µM), for the others: at the top dose activity change, negative = inhibition, usual class: inhibitors; also: % is scaled to controls: 0 for no effect and ±100 for the full control effect
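Glutamate formation by hKGA was monitored fluorometrically using coupled glutamate oxidase, HRP and Amplex Red. Substrate was added as 1 mM L-glutamine solution; incubation was 30 min at RT after an initial read.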
G9a inh: inhibitors of human histone lysine methyltransferase G9a; Q96KQ7; G9a H3K9 monomethylation, AlphaScreen, 2 h; Potency, µM (titrated, usually from 102 µM), inactives show at the top dose activity, negative = inhibition, most hits filed as inhibitors; 350,000 compounds, 8.8% hits; AID 504332; also: % is scaled to controls: 0 for no effect and ±100 for the full control effect; nearly all actives have a fitted effect of over 75% in size
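Methyltransferase reactions run at room temperature for 2 h (20 nM enzyme, 500 nM biotin-H3K9 peptide, 20 uM SAM) after a 15 min compound preincubation; product detected by AlphaScreen beads and anti-H3K9me1 antibody.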
Pin1 inh: inhibitors of human Pin1 | Pin1 FP peptide displacement, HiFluor488, 10 min | Q13526 | 390,000 compounds, 0.009% hits | AID 504891 | Potency, µM (doses to about 115 µM), for the others: at the top dose activity, negative = inhibition, actives largely listed as inhibitors; active = well fitted inhibition curve with a large enough effect in the polarisation, with a control signal flat, not every such curve was filed as active; inconclusive = small, poorly fitted or top-dose-only effect, or effect the other way, or a change in a side signal; inactive = no such curve, though single readings can be large or run the other way; the % refers to the polarisation; also: % is scaled to controls: 0 for no effect and ±100 for the full control effect
Target sequence (Q13526 whole entry, looked up): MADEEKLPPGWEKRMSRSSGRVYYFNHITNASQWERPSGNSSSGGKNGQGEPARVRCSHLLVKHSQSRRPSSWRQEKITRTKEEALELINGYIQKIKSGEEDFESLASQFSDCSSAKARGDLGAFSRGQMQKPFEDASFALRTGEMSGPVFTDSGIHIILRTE
HP1b binding inh: HP1-beta chromodomain-methylated histone interaction inhibition; P83916; AlphaScreen HP1-beta / biotin-H3K9me3 peptide binding; Potency, µM (top dose mostly 114 µM), for the others: at the highest dose activity change, negative = inhibition, usual class: inhibitors; 390,000 compounds, 0.56% hits; also: nearly all actives have a fitted effect of over 70% in size; inactives centre near 23
Target sequence (P83916 whole entry, looked up): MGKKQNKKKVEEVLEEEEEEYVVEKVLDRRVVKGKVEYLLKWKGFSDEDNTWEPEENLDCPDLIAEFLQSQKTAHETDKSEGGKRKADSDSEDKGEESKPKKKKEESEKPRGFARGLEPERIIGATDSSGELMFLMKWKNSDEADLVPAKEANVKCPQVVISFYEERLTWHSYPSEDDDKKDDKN
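AlphaScreen: HP1-beta (50 nM) preformed 30 min with biotin-H3(1-18)K9me3 peptide (50 nM) in PBS pH 7.4, 0.01% Tween-20. Compound added for 30 min at RT, then streptavidin donor/nickel chelate acceptor beads (10 ug/mL) for 30 min.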
BLM inh: inhibitors of human Bloom syndrome helicase BLM | P54132 | recombinant BLM DNA unwinding, fluorescence dequenching | Potency, µM (series often up to 56.1 µM), for the others: at the highest dose activity change, negative = inhibition, most hits filed as inhibitors | 350,000 compounds, 0.2% hits;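 also: plate controls were vehicle for no effect and no enzyme for full effect; nearly all actives have a fitted effect of over 35% in size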
JMJD2A Tudor inh: JMJD2A Tudor domain (human) inhibition; O75164; 390,000 compounds, 4.4% hits; AlphaScreen JMJD2A-Tudor / H3K4me3 peptide binding; Potency, µM (titrated, usually from 114 µM), for the others: top-dose activity change, negative = inhibition, usual class: inhibitors; AID 504339; also: % is scaled to controls: 0 for no effect and ±100 for the full control effect; nearly all actives have a fitted effect of over 50% in size
PGK inhibitor: blocks T. brucei phosphoglycerate kinase; P07378; PGK/GAPDH coupled, Kinase-Glo luminescence, 60 min; Potency, µM (highest dose often 57.5 µM), without a hit: at the highest dose activity change, negative = inhibition, actives largely listed as inhibitors; 380,000 compounds, 0.043% hits; AID 602233; also: % is scaled to controls: 0 for no effect and ±100 for the full control effect; nearly all actives have a fitted effect of over 60% in size
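Recombinant glycosomal PGK reaction used 1,3-bisphosphoglycerate generated in-well by GAPDH (100nM final) in 100mM TEA pH 7.6, 5mM MgCl2, 0.01% Tween-20. After 60 minutes at room temperature, ATP was read by Kinase-Glo Plus luminescence end-point.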
POLI inh: blocks human DNA polymerase iota activity | AID 588590 | 390,000 compounds, 1% hits | Potency, µM (top dose mostly 115 µM), inactives show at the highest dose activity, negative = inhibition, most hits filed as inhibitors | Q9UNA4 | Pol iota fluorescent replication assay, 10 min
Target sequence (Q9UNA4 whole entry, looked up): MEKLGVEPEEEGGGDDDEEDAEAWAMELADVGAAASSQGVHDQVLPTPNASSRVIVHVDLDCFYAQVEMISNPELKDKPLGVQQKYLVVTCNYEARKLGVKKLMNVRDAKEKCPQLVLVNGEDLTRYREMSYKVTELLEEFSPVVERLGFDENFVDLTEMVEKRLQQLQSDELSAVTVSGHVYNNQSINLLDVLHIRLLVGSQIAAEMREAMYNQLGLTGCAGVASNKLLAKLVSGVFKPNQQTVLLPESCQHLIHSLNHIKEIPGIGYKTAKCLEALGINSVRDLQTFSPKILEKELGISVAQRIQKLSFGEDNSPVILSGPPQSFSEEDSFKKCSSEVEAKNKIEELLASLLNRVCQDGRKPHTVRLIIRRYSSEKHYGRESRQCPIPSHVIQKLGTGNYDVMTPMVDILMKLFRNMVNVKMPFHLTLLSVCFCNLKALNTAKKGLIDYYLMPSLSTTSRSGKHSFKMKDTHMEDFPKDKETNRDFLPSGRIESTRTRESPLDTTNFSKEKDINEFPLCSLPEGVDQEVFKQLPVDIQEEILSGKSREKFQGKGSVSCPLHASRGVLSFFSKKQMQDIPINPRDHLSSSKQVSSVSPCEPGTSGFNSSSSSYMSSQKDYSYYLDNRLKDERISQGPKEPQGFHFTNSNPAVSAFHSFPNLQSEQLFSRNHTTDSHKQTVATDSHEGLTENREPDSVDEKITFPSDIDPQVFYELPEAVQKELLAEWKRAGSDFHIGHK
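Pol iota at 10 nM preincubated 15 min with compounds at room temperature; reaction started with fluorescent substrate, 50 nM final. Fluorescence read kinetically at 0 and 10 min; buffer-only wells as negative control.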
* hit, by the source's call; i = inactive; u = inconclusive; x = not tested or not shown; & = joins results of further samples; [ ] = another dose, or the depositor's remark. Unless noted, calls follow the shape of the dose curve; as a rule, active = well fitted curve in the direction sought with a large enough effect; inconclusive = small, poorly fitted or top-dose-only effect, or another doubt; inactive = no such curve, though single readings can be large; an effect the other way counts as inactive or inconclusive. Potency is read from the fitted curve at half-maximal effect. An excerpt, so the mix of outcomes need not match the whole.

The line under a structure holds: BAZ2B inh	GLS inh	G9a inh	Pin1 inh	HP1b binding inh	BLM inh	JMJD2A Tudor inh	PGK inhibitor	POLI inh
- N#C/C(=C(/O)c1cccs1)c1nnc2n1CCCCC2
→ u	0%	u	-2%	6%	1%	-5%	-3%	119%[activator]
- CSc1ccc(CCNC(=O)c2csc3c2CCCCC3)cc1
→ 0%	1%	14%[59 µM]	0%	17%	0%	-11%	-10%	25%
- O=C1CCC(C(=O)N(Cc2ccco2)C2(C(=O)NC3CCCC3)CCCCC2)N1 (stereo unspecified)
→ 8%	4%	u	6%	19%	-2%	-10%	i	12%
- Cc1[nH]c(=O)[nH]c(=O)c1NC(=O)c1ccc(OC(C)C)cc1
→ -6%	u	x	0%	26%	-5%	1%	2%	96%[activator]
- O=C(Cn1cnc2c(nnn2Cc2ccc(F)cc2)c1=O)NCc1ccccc1
→ -12%	2%	3%	9%	23%	-3%	1%	2%	7%
- COc1ccc(NC(=O)c2cc3cc(OC)ccc3oc2=N)cc1
→ -7%	18%	u	-4%	-12%	-6%	-27%	3%	10%
- O=C(NCC1CCCO1)c1ccc([N+](=O)[O-])o1 (stereo unspecified)
→ -2%	-3%	2%	-14%	64%[activator]	0%	-6%	-1%	-10%
- CC(=O)c1ccc(NC(=O)CC2Sc3ccccc3NC2=O)cc1 (stereo unspecified)
→ 4%	1%	-6%[59 µM]	-3%	11%	-4%	-9%	-11%	29%
- O=C(OCC(=O)N1CCCC1)c1ccccc1O
→ -1%	-6%	19%	4%	18%	-3%	-8%	-10%	8%
- CCc1nnc(N/N=C/c2cccs2)n1N
→ -6%	-4%	50µM*	3%	35%	7%	-12%	2%	22µM*
- O=C1S/C(=C\c2ccc(N3CCOCC3)o2)C(=O)N1Cc1c(F)cccc1Cl
→ -36%	u	u	u	22%	-7%	u	x	u
- COc1ccc(NN=Nc2nc3c([nH]2)c(=O)n(C)c(=O)n3C)cc1
→ 56µM*	34%[activator]	x	1%	4.5µM*	-7%	8.9µM*	-2%	39%[activator]
- Cc1noc(NS(=O)(=O)c2ccc(NC(=O)CSc3n[nH]c(-c4ccccc4)n3)cc2)c1C
→ -10%	9%	3%[59 µM]	1%	20%	2%	0%	-5%	16%
- CN[C@H]1CC[C@@H](c2ccc(Cl)c(Cl)c2)c2ccccc21
→ -2%&-28%	7%&1%&4%	u	-3%&-7%	15%&16%	2%&-7%&-5%&3%	-24%&-21%	-11%&16%	10%
- COc1ccc(Nc2nc(-c3ccc(OC)cc3)cs2)cc1
→ -1%	1%	-27%	2%	28%	-4%	-1%	-5%	23%
- O=C(CCc1c[nH]c2ccccc12)NCC1CCCO1 (stereo unspecified)
→ 9%	31%[activator]	2%	0%	10%	-1%	-14%	-3%	-1%
- O=C(CSc1nc(-c2ccccc2)cc(C(F)(F)F)n1)NCCN1CCOCC1
→ 1%	0%	1%[59 µM]	-1%	51%	0%	-7%	-5%	2%
- COCCCNC(=O)CSc1nc2ccccc2c(=O)n1CCCN1CCCCC1
→ 11%	-12%	10%	-6%	35%	0%	-14%	-2%	9%
- O=C1CC(=O)Nc2cc(S(=O)(=O)NCc3cccs3)ccc2N1
→ -17%	-3%	48%	-5%	45%[activator]	1%	2%	-7%	23%
- COc1ccc(Cl)cc1NC(=O)CCS(=O)(=O)c1ccc(Br)cc1
→ 8.9µM*	-18%	-16%[2.33 µM]	-19%	13µM*	27%	22µM*	u	56µM*
- C/C(=N\NC(=O)c1ccc(Cl)cc1)c1ccc2[nH]ccc2c1
→ 0%	6%	3%	-1%	12%	-2%	-13%	-12%	94%[activator]
- Clc1ccc(-c2cc(CSc3cccc(Cl)c3)on2)cc1
→ 431%[activator]	-1%	487%[activator][59 µM]	6%	375%	-7%	x	3%	4%
- CCOc1ccc(N(CC)S(=O)(=O)N2CCCC(C(=O)NCCc3ccc(OC)cc3)C2)cc1 (stereo unspecified)
→ -3%	4%	-9%[59 µM]	2%	29%	-3%	-6%	i	-12%
- CCN(C(C)=O)N(CC)c1nc(Cl)nc(NC(C)C)n1
→ 8%	3%	u	3%	57%[activator]	3%	-10%	6%	-10%
- Cc1ccc(S(=O)(=O)N2CCN(CC3CC4C=CC3C4)CC2)cc1 (stereo unspecified)
→ 18µM*	0%	7.9µM*	6%	28µM*	-1%	0.79µM*	-9%	71%[activator]
- O=C(NCc1ccccc1)C(c1ccco1)N(C(=O)c1csnn1)c1ccccc1F (stereo unspecified)
→ 3%	4%	1%	0%	u	-3%	-5%	-6%	u
- CC(C)=CCN1CCN(Cc2cc(CC(C)C)n[nH]2)CC1CCO (stereo unspecified)
→ 2%	0%	x	-1%	20%	-7%	-1%	-12%	-26%
- COc1ccccc1N1CCN(S(=O)(=O)c2ccc3c4c(cccc24)C(=O)N3)CC1
→ -35%	15%	-26%	-1%	-7%	-8%	u	-1%	u
- COc1ccc(CNC(=O)Cn2ccc(N)nc2=O)cc1
→ 8%	4%	4%[0.501 µM]	5%	26%	x	-17%	-3%	-10%
- Cc1ccc(C(=O)N2CCCCCC2)cc1Br
→ 2%	13%	-31%	2%	2%	0%	u	-8%	-12%

Filtered by structure: the entries above containing bromine.
The line under a structure holds: BAZ2B inh	GLS inh	G9a inh	Pin1 inh	HP1b binding inh	BLM inh	JMJD2A Tudor inh	PGK inhibitor	POLI inh
- COc1ccc(Cl)cc1NC(=O)CCS(=O)(=O)c1ccc(Br)cc1
→ 8.9µM*	-18%	-16%[2.33 µM]	-19%	13µM*	27%	22µM*	u	56µM*
- Cc1ccc(C(=O)N2CCCCCC2)cc1Br
→ 2%	13%	-31%	2%	2%	0%	u	-8%	-12%

Next records.
The line under a structure holds: BAZ2B inh	GLS inh	G9a inh	Pin1 inh	HP1b binding inh	BLM inh	JMJD2A Tudor inh	PGK inhibitor	POLI inh
- O=S(=O)(NC1CCCCC1)c1ccc(Br)s1
→ 3%	-3%	-5%	8%	40%[activator]	-4%	-12%	-2%	0%
- CC(C)(C)c1cc(C(C)(C)C)cc(S(=O)(=O)CCc2ccccn2)c1
→ -3%	4%	-20%[12.7 µM]	4%	16%	-10%	-3%	-9%	-4%
- O=C(CSc1nc2ccccc2o1)NCc1ccco1
→ x	3%	2%[59 µM]	2%	6%	-2%	-14%	-6%	7%
- NC(=O)c1cc(N=Nc2c(N)[nH]n(-c3c(Cl)cc(Cl)cc3Cl)c2=O)ccc1Cl
→ u	0%	u	1%	-8%	1%	-10%[11.4 µM]	-7%	31%[activator]
- Cn1c(=O)c2c(nc(N3CCOCC3)n2CCc2ccccc2)n(C)c1=O
→ 3%	-15%	11%[0.501 µM]	4%	29%	-2%	-4%	3%	4%
- CC1CC(C)CN(C(=O)c2ccc(NS(=O)(=O)c3ccc4[nH]c(=O)[nH]c4c3)cc2)C1 (stereo unspecified)
→ -5%	6%	50µM*	-1%	9%	x	-10%	8%	31%[activator]
- CC(NC(=O)Nc1ccc2c(c1)OCO2)c1ccncc1 (stereo unspecified)
→ -25%	0%	50µM*	-5%	7%	1%	-7%	-3%	83%[activator]
- Cc1ccc(NC(=O)CSc2nnc(NC(=O)c3ccco3)s2)cc1
→ -6%	-12%	u	17%	28%	-1%	-34%	-3%	17%
- CCOc1ccc(N(CC(=O)NCC(C)C)S(C)(=O)=O)cc1
→ 1%	11%	23%[2.33 µM]	9%	25%	1%	0%	-4%	-3%
- CC(C)NC(=O)CC1OC(=O)c2ccccc21 (stereo unspecified)
→ 13%	0%	7%[59 µM]	1%	23%	-4%	-1%	-7%	-10%
- Cc1ccc(C(=O)NCC(=O)OCC(=O)NCC(F)(F)F)cc1
→ x	13%	-3%	-8%	9%	1%	-4%	-7%	92%[activator]
- Cc1ccc(C(NC(=O)C(C)C)c2cc([N+](=O)[O-])c3cccnc3c2O)cc1 (stereo unspecified)
→ 7.9µM*	-4%	u	u	-8%	-18%	25µM*	-1%	21%
- COc1cn(CC(=O)Nc2cc(C)ccc2C)c(CN2CCCCC2)cc1=O
→ -1%	-9%	-4%[59 µM]	-1%	29%	1%	-12%	i	7%
- CCOC(=O)CNC(=S)N(Cc1cccs1)C1CCCC1
→ 7%	-2%	-15%[59 µM]	4%	56%[activator]	-2%	3%	-6%	-4%
- O=C(CSc1nnc2ccc(-c3ccccn3)nn12)N1CCCC1
→ x	-6%	x	u	14%	x	-2%[11.4 µM]	0%	38%[activator]
- Cc1ccc(-c2nnc3ccccc3c2C(=O)Nc2cccc(C(F)(F)F)c2)cc1
→ -23%	4%	-16%[59 µM]	-4%	59%[activator]	0%	-14%	i	-16%
- Cc1ccc(-n2c(=O)[nH]c3cc(C(=O)NCc4ccccc4)ccc3c2=O)cc1
→ 3%	u	-28%[59 µM]	-2%	14%	-2%	-9%	i	11%
- O=C(CCC(=O)N1CCc2ccccc2C1)NCCc1ccc(Cl)cc1
→ -7%	0%	17%	2%	12%	-7%	-12%	5%	u
- CCN(CC)S(=O)(=O)c1ccc(NC(=O)c2cnccn2)cc1
→ 11%	-1%	x	1%	17%	-2%	-7%	-2%	2%
- C#CCOCCOCCOCCNc1nc(N2CCN(C(=O)CCCCCCCCCCNC(=O)[C@H]([C@@H](C)CC)n3cc(CCCCN=C(N)N)nn3)CC2)nc(N2CCN(C(=O)CCCCCCCCCCNC(=O)[C@H](CCCCN)n3cc(C)nn3)CC2)n1
→ 50µM*	16µM*	0%[2.33 µM]	u	35µM*	x	22µM*	16%	u
- CCOc1ccccc1/C=C(\C#N)C(=O)NC1CC1
→ x	-7%	x	-5%	36%	x	-6%	-2%	-5%
- CC(=O)N1c2ccc(S(=O)(=O)NCCC(=O)Nc3ccc(Br)c(C)c3)cc2CC1C (stereo unspecified)
→ -12%	-2%	0%[59 µM]	1%	26%	-2%	-15%	5%	25%
- CCOCCCN(Cc1cc2cc(C)cc(C)c2[nH]c1=O)C(=O)N(CC)CC
→ 6%	1%	-7%[59 µM]	0%	15%	2%	9%	-7%	29%
- Cc1csc(CNc2ncnc3ccc(-c4ccoc4)cc23)c1
→ u	5%	20%[2.33 µM]	3%	17%	x	-26%	-9%	-6%
- O=C(Cn1c(=O)cnc2ccccc21)Nc1cc(Cl)ccc1N1CCOCC1
→ x	2%	x	26%	2%	x	u	-4%	u

Source: PubChem
